NPY2 pot ag: human NPY-Y2 potentiation or agonism, primary screen; P49146; cells expressing NPY-Y2, potentiator/agonist read-out; activation, % at 3.6 µM; 220,000 tested, 0.45% active; AID 1359; in the data active = activation above about 27%;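 note: cells stimulated with NPY near EC25 plus isoproterenol at EC100; 0% = vehicle plus submaximal agonist and 100% = vehicle plus saturating agonist; some results beyond the cut were filed as inactive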
eIF4E-4G inh: inhibitors of eIF4E and eIF4G interaction in translation initiation; inhibition, % at 21.7 µM; TR-FRET eIF4E-eIF4GI(517-606) binding, 2 h; 220,000 tested, 0.37% active; AID 782; P63073+Q04637;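 active = inhibition above about 30%, limit read from the data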;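 note: 0% = full FRET control wells and 100% = background wells lacking eIF4GI fragment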
S1P4 antag: antagonists of human S1P4 receptor; 220,000 tested, 0.26% active; AID 1510; O95977; inhibition, % at 4.98 µM; S1P4-expressing cells, antagonist mode, reporter read-out; in the data active = inhibition above about 29%;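 note: 0% = wells stimulated with agonist and 100% = vehicle wells without agonist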
NPY-Y1 PAM-ag: human NPY-Y1 potentiation or agonism, primary screen; AID 1304; P25929; 220,000 tested, 0.37% active; activation, % at 3.6 µM; NPY-Y1 expressing cells, potentiator/agonist activation; in the data active = activation above about 33%, passing the limit was not always enough;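 note: cells stimulated with NPY at EC10 then isoproterenol at EC100; 0% = low agonist plus stimulus and 100% = saturating agonist plus stimulus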
EP2 modulator: EP2 receptor (human) modulation; EP2-expressing cells, cAMP HTRF FRET, PGE2 co-stimulation; 260,000 tested, 0.83% active; P43116; AID 940; induction, % at 25 µM;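 active = compounds whose cAMP rise, as percent of the full-agonist control response, exceeds 60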;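 note: rat C6 glioma line stably carrying human EP2 under a CMV promoter; the protocol text gives 20 µM as final concentration; 100% = response of wells given 1 µM PGE2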
PGE2 EP2 inh: EP2 receptor (human) inhibition. P43116. inhibition, % at 25 µM. AID 1422. C6 glioma cells expressing human EP2, cAMP TR-FRET; cells stimulated with saturating PGE2. 260,000 tested, 0.52% active;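 active = percent inhibition above 40 after rounding to a whole number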;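 note: rat C6 glioma host cells with rolipram phosphodiesterase inhibitor present; the protocol text gives 20 µM as final concentration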
NPY-Y1 antag: blocks the human neuropeptide Y Y1 receptor | HEK293-CNG Y1 cells, membrane potential fluorescence; NPY at EC95, then isoproterenol | inhibition, % at 3.6 µM | 200,000 tested, 1% active;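 active = inhibition above the campaign mean inhibition of all tested compounds plus 3 SD, cut at about 20% in these data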;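 note: 0% = DMSO wells given NPY plus isoproterenol and 100% = isoproterenol alone without NPY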
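Material: HEK293 Y1/CNG channel cell line; also added: NPY (25 nM), isoproterenol (1 µM), Ro 20-1724 (25 µM); doses: one concentration, 3.6 µM, in 0.4% DMSO; schedule: compound incubation 1 h at room temperature, readout 45 min post-stimulation; technique: membrane potential fluorescence; measure: fluorescence ratio normalized to % inhibition between controls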
p97 inhibitor: human p97 ATPase inhibition; P55072; recombinant p97 ATPase, Kinase-Glo ATP luminescence, 3 h; inhibition, % at 8 µM; 220,000 tested, 0.42% active; AID 1481; in the data active = inhibition above about 15%;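 note: 0% = DMSO vehicle and 100% = wells lacking enzyme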
S1P4 agonist: agonists of human S1P4 receptor; O95977; S1P4-expressing cell line, agonist reporter assay; activation, % at 4.98 µM; 220,000 tested, 0.35% active; in the data active = activation above about 11%;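 note: 0% = DMSO vehicle and 100% = reference agonist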
An asterisk follows results filed as active; / = no result given; & = joins results of further samples; [ ] = another dose, or the depositor's remark. This is a subset; count on the stated rates, not on these rows.

SMILES | NPY2 pot ag | eIF4E-4G inh | S1P4 antag | NPY-Y1 PAM-ag | EP2 modulator | PGE2 EP2 inh | NPY-Y1 antag | p97 inhibitor | S1P4 agonist
Cc1csc2c(N3CCN(C(=O)c4ccc(C(C)(C)C)cc4)CC3)ncnc12 | -10 | 0 | -6 | -26 | -46 | 14 | / | -7 | 2.9
Cc1nc2c(oc3ccc(Cl)cc32)c(=O)[nH]1 | 8 | 1 | 3 | 15 | -10 | 6 | / | 7 | 0.2
Cc1ccc2c(c1)CCCN2C(=O)c1ccco1 | 2 | -1 | -20 | -7 | 29 | 11 | 2 | 2 | -0.7
N#C/C(=C\c1cccc([N+](=O)[O-])c1)C(=O)Nc1cccnc1 | 1 | 2 | -21 | 9 | -44 | 6 | 1 | 0 | 0.0
CNC(=S)N/N=C(\C)c1cccc(C(F)(F)F)c1 | 10 | -2 | 5 | 3 | -29 | 8 | 2 | 3 | -1.3
O=C(N/N=C/c1c(Cl)[nH]c2ccccc12)c1ccc2c(c1)OCCO2 | 4 | 2 | -1 | 1 | -51 | 4 | / | 13 | 0.2
O=C(O)c1ccccc1C(=O)NCCc1ccc(Cl)cc1 | 0 | 2 | -31 | -2 | 19 | 2 | 2 | 3 | 0.3
COc1ccc(N(Cc2cc3cccc(C)c3[nH]c2=O)C(=O)C2CCCO2)cc1 (stereo not given) | -12 | -4 | 6 | -5 | -4 | 3 | / | -10 | 1.8
Cc1[nH]n(-c2ccccc2)c(=O)c1C=Nc1cnc2ccccc2c1 | 2 | -2[fluorescence artefact?] | -17 | 4 | -17 | 4 | -8 | -1 | -0.6
Oc1c(C=C2N=c3ccccc3=N2)sc(=S)n1-c1ccccc1 | 12 | 19 | -23 | 22 | -9 | 3 | -3 | 7 | -0.1
FC(F)(F)c1cccc(-c2cc3ccccc3nc2N2CCCC2)c1 | -19 | / | -14 | -39 | 65* | 11 | 6 | -3 | -1.2
O=C(Nc1nc2c(s1)CCCC2)C1CCCN1C(=O)c1cccs1 (stereo not given) | -4 | -10[fluorescence artefact?] | 9 | 12 | 13&3 | 2&11 | -2 | -4 | -1.4
CC(C)Sc1nc2c(c(=O)n(C)c(=O)n2C)n1C | 5 | 0 | -15 | -12 | 13 | 10 | 1 | 0 | 1.2
CC(=O)NCCCOc1ccc([N+](=O)[O-])cc1Cl | -19 | -3 | -11 | 6 | 16 | 6 | / | 2 | -1.1
CC(C)OCCCNC(=O)c1ccc(C2SCC(=O)N2Cc2ccco2)cc1 (stereo not given) | 8 | -2 | -7 | 0 | -6 | 8 | -3 | 2 | -0.1
NC(=O)CSc1nnc(-c2ccc(S(=O)(=O)N3CCCC3)cc2)o1 | -17 | -1 | 5 | 2 | -49&6 | 15&29 | 5 | -4 | 2.5
CC(=O)Nc1ccc(S(=O)(=O)N2CCCCC2c2cccnc2)cc1 (stereo not given) | 8 | -13 | -10 | 26 | -5 | 6 | 2 | 3 | 2.7
COc1ccc(/C=C/C(=O)OCc2csc(-c3ccccc3)n2)cc1OC | -28 | 4 | -28 | -40 | -88 | 11 | 17 | -6 | -0.6
COc1ccc(NC(=O)N(Cc2cccs2)Cc2cc3cc4c(cc3[nH]c2=O)OCO4)cc1 | -8 | -3 | -29 | 7 | -8 | 6 | -3 | 0 | 0.8
Cc1ccc(NC(=O)CC(=O)c2ccc([N+](=O)[O-])cc2)cc1S(=O)(=O)Nc1cccc(Cl)c1 | -1 | 1 | -11 | 23 | -35 | 7 | -10 | 5 | -0.6
Cc1c(C#N)c(N)nc2c3c(sc12)NC(=O)CC3c1ccc(F)cc1 (stereo not given) | 0 | 3 | -32 | 7 | 14 | 5 | 0 | 9 | 1.0
Cc1nn(-c2ccccc2)c2c1C(c1ccc(F)cc1F)C(C#N)=C(N)O2 (stereo not given) | 7 | -1 | -17 | 1 | 2 | 15 | -5 | 4 | 0.4
CCOc1ccc(N=c2oc3cc(O)ccc3cc2C(=O)NCC2CCCO2)cc1 (stereo not given) | -3 | -1 | -10 | 2 | -2 | 6 | 7 | -1 | 4.8
CC1=C(C(=O)Nc2ccccc2)C(c2ccc(C)o2)n2c(s/c(=C\c3ccco3)c2=O)=N1 (stereo not given) | 2 | 2 | 4 | 0 | 24 | 3 | -4 | 3 | -1.6
Cc1noc(NS(=O)(=O)c2ccc(N/C=C\C(=O)c3ccc4c(c3)OCO4)cc2)c1C | -13 | 3 | -31 | 18 | -21 | 8 | 5 | 6 | -1.1

Continued; it opens with the six that closed the last part.
SMILES | NPY2 pot ag | eIF4E-4G inh | S1P4 antag | NPY-Y1 PAM-ag | EP2 modulator | PGE2 EP2 inh | NPY-Y1 antag | p97 inhibitor | S1P4 agonist
Cc1ccc(NC(=O)CC(=O)c2ccc([N+](=O)[O-])cc2)cc1S(=O)(=O)Nc1cccc(Cl)c1 | -1 | 1 | -11 | 23 | -35 | 7 | -10 | 5 | -0.6
Cc1c(C#N)c(N)nc2c3c(sc12)NC(=O)CC3c1ccc(F)cc1 (stereo not given) | 0 | 3 | -32 | 7 | 14 | 5 | 0 | 9 | 1.0
Cc1nn(-c2ccccc2)c2c1C(c1ccc(F)cc1F)C(C#N)=C(N)O2 (stereo not given) | 7 | -1 | -17 | 1 | 2 | 15 | -5 | 4 | 0.4
CCOc1ccc(N=c2oc3cc(O)ccc3cc2C(=O)NCC2CCCO2)cc1 (stereo not given) | -3 | -1 | -10 | 2 | -2 | 6 | 7 | -1 | 4.8
CC1=C(C(=O)Nc2ccccc2)C(c2ccc(C)o2)n2c(s/c(=C\c3ccco3)c2=O)=N1 (stereo not given) | 2 | 2 | 4 | 0 | 24 | 3 | -4 | 3 | -1.6
Cc1noc(NS(=O)(=O)c2ccc(N/C=C\C(=O)c3ccc4c(c3)OCO4)cc2)c1C | -13 | 3 | -31 | 18 | -21 | 8 | 5 | 6 | -1.1
CN1CCN(C(=O)c2ccc3c(c2)NC(=O)C(C)(C)O3)CC1 | -13 | -4 | -2 | 1 | 24 | 3 | 5 | 6 | 1.6
O=C(CNc1ccc(F)cc1)N/N=C1\CCCc2ccccc21 | -7 | 2 | 1 | 4 | -35 | 4 | -3 | 5 | 0.4
Cn1c(=O)cc(SCC(=O)NCC2CCCO2)c2ccc(Cl)cc21 (stereo not given) | 17 | 1 | -13 | 4 | 43 | 15 | 4 | 5 | 0.5
CC(C)CCn1c(=O)c(C(=O)N/N=C/c2cccc(F)c2)c(O)c2ccccc21 | -6 | 6 | -22 | 17 | 19 | 6 | 7 | 5 | 0.8
COc1ccc2c(c1)c(C(=O)N/N=C/c1cn(C)c3ccccc13)c(C)n2C | -24 | 4 | 0 | 6 | -13 | 7 | / | -5 | 1.3
CCCCNC(=O)C1CCCNC1=O (stereo not given) | 6 | 2[fluorescence artefact?] | -16 | -2 | 13 | 15 | -2 | 2 | -4.0
COc1ccc(CC2(CO)CCN(Cc3cnn(-c4ccccc4)c3)CC2)cc1 | -22 | 1 | -10 | -15 | -65 | 12 | 10 | 3 | -1.6
COCCCN1C(=O)C(O)=C(C(=O)c2ccco2)C1c1ccccc1 (stereo not given) | 2 | 3 | -20 | 9 | 47 | 33 | 5 | 3 | 1.7
Cc1nc2c(C(=O)NCc3cccs3)cnn2c(C)c1Cc1ccccc1 | -9 | 3 | 2 | -17 | 2 | 7 | 8 | 3 | -1.0
CCOc1ccc(N2C(=O)C3CCCN3C2=O)cc1 (stereo not given) | 6 | 0 | 5 | -6 | -3 | 5 | -10 | -5 | 0.9
c1ccc(COc2ccc(OCCCN3CCCCC3)cc2)cc1 | -24 | 1[fluorescence artefact?] | 1 | -20 | -29 | 31 | 6 | -4 | 0.2
COc1ccc(Br)cc1-c1nc(CCl)cs1 | 12 | -1 | 4 | 11 | 63* | 30 | 3 | 1 | -0.6
O=C(C/C(=N\NC(=O)c1ccccc1Br)C(F)(F)F)c1cccs1 | 3 | 0 | -6 | 15 | 3 | 1 | -1 | 3 | -2.3
O=C(Cc1ccccc1)NCC1CCCO1 (stereo not given) | 20 | 9 | 7 | -18 | 3 | 9 | 5 | 0 | 0.1
CCOC(=O)Cn1c2c(c(=N)c3ccccc31)CCC2 | 7 | -3 | -2 | 0 | 9 | 10 | 1 | 7 | 1.9
CCOc1ccccc1C(=O)N(CCC(=O)OC)c1ccccn1 | -13 | 5 | 0 | 3 | 1 | 20 | -3 | -8 | -0.7
N/C(=N\OS(=O)(=O)c1cc(Cl)ccc1Cl)c1ccncc1 | 8 | -9[fluorescence artefact?] | -11 | 9 | 3 | 8 | 5 | 2 | -0.1
CCOc1ccc(-n2c(SCC(=O)NC3CCS(=O)(=O)C3)nnc2-c2cccnc2)cc1 (stereo not given) | 4 | 0 | -10 | 8 | -5 | 4 | 2 | 3 | 0.1
CCOC(=O)Cc1nnc(NC(=O)CSc2ccccc2)s1 | 18 | -4 | -7 | -5 | 25 | 13 | 10 | 5 | 0.8
CCN(CC)S(=O)(=O)c1ccc(Cl)c(C(=O)NC2CCCC2)c1 | -5 | 1 | -7 | 9 | 6 | 11 | 9 | -5 | 0.7
CSc1nnc(Cc2ccc3c(c2)OCO3)o1 | -5 | 17 | -13 | 2 | 6 | 11 | 9 | 1 | 0.8
O=C(O)c1ccc(-n2nnnc2SCc2ccccc2F)cc1 | -13 | 1 | -6 | -2 | 37 | 22 | 0 | -1 | 2.4
COc1ccc(CCNS(=O)(=O)c2ccc(OC)cc2)cc1 | -29 | -1[fluorescence artefact?] | -11 | -8 | 24 | 3 | 23* | -5 | -0.4
CCN(CC)CCN(C(=O)c1ccccc1OC)c1nc2ccc(F)cc2s1 | 9 | -1 | -12 | -14 | 31 | 6 | 12 | 0 | 1.6
Cc1nn2c(NCCCN(C)C)c3c(nc2c1-c1ccccc1)CCC3 | 1 | 12[fluorescence artefact?] | 4 | -14 | -24 | 8 | -6 | -6 | -2.1
Cc1cc(C)cc(N2C(=O)CC(n3ccnc3)C2=O)c1 (stereo not given) | 8 | 1[fluorescence artefact?] | 3 | -16 | 6 | 8 | 3 | 1 | -0.6
Cc1oc2c(CN3CCOCC3)c(O)ccc2c(=O)c1-c1ccc(Br)cc1 | -1 | -4 | -10 | 11 | 9 | 4 | -2 | -2 | 0.0
CCOC(=O)CCCSc1nc2sc(C)c(C)c2c(=O)[nH]1 | -10 | 4 | 3 | -10 | 9 | 7 | 7 | 1 | 0.5

Compound activity deposited in PubChem BioAssay by several laboratories.
